TbPYK inhibitor = qHTS of Trypanosoma Brucei Inhibitors. pyruvate kinase (Trypanosoma brucei), Q57TT1. TbPYK enzyme, Kinase-Glo Plus ATP luminescence, 45 min. Potency, µM (highest dose often 76.8 µM), inactives show at the top dose activity, negative = inhibition, hits mostly inhibitors. 0.12% of 410,000 active; further: nearly all actives have a fitted effect of over 50% in size
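Glycolytic pyruvate kinase of T. brucei was incubated with substrate, test compound and 130 uM ADP for 45 minutes at room temperature. Luminescent Kinase-Glo Plus signal was measured after 10 minutes.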
Sm TGR inh = qHTS Assay for the Inhibitors of Schistosoma Mansoni Peroxiredoxins | Potency, µM (series often up to 114 µM), for inactives: top-dose activity change, negative = inhibition, hits mostly inhibitors | purified TGR, DTNB reduction, TNB absorbance 405 nm | 3% of 360,000 active | Schistosoma mansoni thioredoxin glutathione reductase (TGR), Q962Y6; further: nearly all actives have a fitted effect of over 60% in size
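Kinetic colorimetric format: TGR-catalysed, NADPH-driven DTNB reduction monitored via TNB absorbance. Enzyme dispensed at 20 nM; compound exposure 15 min at room temperature before reaction start.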
HCV inh = qHTS Assay for Inhibitors of Hepatitis C Virus (HCV); Huh7.5.1 HCVcc-Cre infection, luciferase reporter, 44 h; Potency, µM (doses to about 41.8 µM), for the others: top-dose activity change, negative = inhibition, usual class: inhibitors; 3.4% of 340,000 active
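Whole-lifecycle infectious HCVcc-Cre system; cells 1,000/well, compound then virus (~0.5 moi) added 4 h after plating, 44 h culture. Luciferase read 15 sec following 15 min substrate incubation, room temp.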
LmPK inh = qHTS Assay for Inhibitors of Leishmania Mexicana Pyruvate Kinase (LmPK). purified LmPK, Kinase-Glo ATP luminescence, 1 h. Potency, µM (highest dose often 57.5 µM), inactives show at the top dose activity change, negative = inhibition, actives largely listed as inhibitors. 0.37% of 290,000 active
Target sequence (Q27686 whole entry, looked up): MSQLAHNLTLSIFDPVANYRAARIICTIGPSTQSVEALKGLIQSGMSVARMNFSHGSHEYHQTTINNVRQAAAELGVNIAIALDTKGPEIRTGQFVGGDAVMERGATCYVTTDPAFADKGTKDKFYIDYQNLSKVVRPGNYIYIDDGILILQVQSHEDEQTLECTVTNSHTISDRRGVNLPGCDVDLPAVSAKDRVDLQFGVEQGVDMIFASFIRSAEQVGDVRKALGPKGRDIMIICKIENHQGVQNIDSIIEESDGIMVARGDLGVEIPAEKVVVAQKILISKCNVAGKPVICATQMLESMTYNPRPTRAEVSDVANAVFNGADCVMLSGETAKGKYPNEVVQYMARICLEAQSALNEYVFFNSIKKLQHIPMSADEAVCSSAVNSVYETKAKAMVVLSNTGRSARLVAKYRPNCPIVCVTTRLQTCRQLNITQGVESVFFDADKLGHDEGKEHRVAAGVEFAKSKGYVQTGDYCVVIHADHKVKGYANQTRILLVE
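In 50 mM imidazole pH 7.2 with 7 mM MgCl2, LmPK (0.1 nM) turned over PEP (0.5 mM) and ADP (0.1 mM) for 1 h at room temperature. Luciferase read-out of ATP.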
Pf growth 96h = Primary qHTS for delayed death inhibitors of the malarial parasite plastid, 96 hour incubation. P. falciparum luciferase reporter growth, 96 h. Potency, µM (doses to about 28.7 µM), for the others: top-dose activity change, negative = inhibition, hits mostly inhibitors. 6.9% of 320,000 active. AID 504834, 2011
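96 h incubation, 37 C, 5% CO2, of luciferase-reporter P. falciparum-infected RBCs (2% hematocrit, 0.05% parasitemia final) with test compounds; endpoint luminescence.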
Pf growth 48h = Primary qHTS for delayed death inhibitors of the malarial parasite plastid, 48 hour incubation. P. falciparum luciferase growth in erythrocytes, 48 h. Potency, µM (doses to about 28.7 µM), for the others: at the highest dose activity change, negative = inhibition, actives largely listed as inhibitors. 5.9% of 310,000 active. AID 504832, 2011
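Luciferase-expressing parasites in RBCs, 2% Hct / 0.1% parasitemia final; RPMI 1640 + 0.5% Albumax; 37 C, 5% CO2, one generation; luminescence read-out, lower signal = inhibition.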
* hit, by the source's call; ? = inconclusive; · = no result given; & = joins results of further samples; [ ] = dose if it differs, or a comment. The call rests on the fitted dose curve; in most records, active means well fitted curve in the direction sought with a large enough effect; inconclusive means small, poorly fitted or top-dose-only effect, or another doubt; inactive means no such curve, though single readings can be large; an effect the other way counts as inactive or inconclusive. On the % scale 0 is the no-effect control and ±100 the full control effect; potency means the concentration at half of the fitted maximal effect.

SMILES	TbPYK inhibitor	Sm TGR inh	HCV inh	LmPK inh	Pf growth 96h	Pf growth 48h
Cc1ccc(C(CCN(Cc2ccccc2)C(=O)c2ccco2)c2ccco2)cc1 (configuration not stated)	-14.4%	20µM*	?	2.5%	13.1µM*	?
COc1cccc(CNS(=O)(=O)c2c(C)[nH]c(C)c2C(=O)N2CCCC2)c1	-2.2%	-15.3%	-1.6%	-12.0%	14.0%	-1.6%
O=C(NCC(=O)N(Cc1ccco1)C(C(=O)NC1CCCCC1)c1cccnc1)c1ccco1 (configuration not stated)	5.7%	3.8%	2.1%&15.3%	-0.1%	51.5%	-7.5%
COc1ccc(Cl)cc1NC(=S)N1CCN(c2ccccn2)CC1	-1.1%	-27.2%	-1.4%	-3.4%	?	2.5%
CC1CCCN(CCCOc2ccc(Cl)cc2Br)C1 (configuration not stated)	-10.7%	-3.2%	-25.3%	-5.5%	3.3%	?
O=C(O)CC(SCC(=O)Nc1ccc(Br)cc1)C(=O)O (configuration not stated)	0.5%	2.2%	7.8%	-3.6%	9.8%	4.0%
COc1cccc(C2=CC(c3cccc(OC)c3OC)n3nnnc3N2)c1 (configuration not stated)	-11.9%	39.8µM*	?	0.3%	?	46.8%[activator]
COc1cccc(C(C(=O)NC2CCCCC2)N(Cc2ccco2)C(=O)c2ccccn2)c1 (configuration not stated)	-2.0%	-24.7%	-10.3%	-1.2%	?	-11.6%
N#CCCn1nnc(-c2ccccc2F)n1	-5.9%	12.4%	23.2%	5.7%	41.8%[activator]	·
CC(=O)NC1C(=O)N=C(SCC(=O)NCc2ccccc2)NC1=O (configuration not stated)	-9.7%	-2.1%	8.7%	0.6%	·	8.4%
COc1ccccc1N1CCN(C(CNS(=O)(=O)c2ccccc2)c2ccccc2)CC1 (configuration not stated)	-9.2%	-5.8%	?	13.8%	-0.5%	?
Cc1cc(C)c(Cn2c3ccccc3c3cnn(CC(=O)NCCN4CCOCC4)c(=O)c32)c(C)c1	0.2%	-6.2%	?	2.1%	?	?
O=C(Cc1ccc(Cl)cc1)N1CCOCC1	-18.7%	-16.7%	14.2%	5.9%	14.7µM*	0.0%
Cc1ccc(C)c(NP(=O)(Oc2ccccc2)Oc2ccccc2)c1	-6.4%	-8.1%	?	0.2%	?	?
Cc1cc(C(=O)COC(=O)c2cccn2C)c(C)n1Cc1ccco1	-1.8%	?	?	-18.0%	90.3%[activator]	171.6%[activator]
Cc1cc(/C=C2\C(=O)NC(=O)N(c3ccccc3F)C2=O)c(C)n1-c1cc(C(=O)O)cc(C(=O)O)c1	-18.3%	8.91µM*	-1.5%	-5.7%	9.0%	-3.9%
Cc1csc(NC(=O)C2COc3ccccc3O2)n1 (configuration not stated)	-8.4%	-2.3%	-19.2%	-12.7%	·	50.2%[activator]
Nc1ccn(CC(=O)NCCNc2ccc([N+](=O)[O-])cn2)c(=O)n1	-4.5%	0.6%	?	·	21.2%	1.2%
Cc1cccc(-n2c(-c3csc4ccccc34)n[nH]c2=S)c1	?	-3.1%	-12.1%	?	-17.6%	-11.1%
O=C(CN1CCN(Cc2ccccc2Cl)C1=O)NCC1CCCO1 (configuration not stated)	1.6%	-0.7%	7.4%	7.1%	-16.1%	·
COc1ccc(-n2cccc2/C=C2\C(=N)N3N=C(c4ccco4)SC3=NC2=O)cc1	-1.2%	-27.8%	-0.3%	-0.7%	10.8%	-5.2%
Cn1c(=O)[nH]c(=O)c2c1nc(CN1CCN(c3ccc(F)cc3)CC1)n2CCc1ccccc1	-1.4%	4.6%	0.0%	-6.8%	10.4µM*	?
Cc1ccn2c(C(=O)N/N=C\c3cccs3)c(C)nc2c1	2.2%	-0.2%	?	0.9%	?	6.3%
O=C1c2ccccc2C(=O)N1n1cccc1	-9.0%	2.6%	16.0%	-2.0%	11.6%	8.5%
COc1ccc(C/C(O)=C(\C#N)c2nc3ccccc3s2)cc1	-3.8%	-6.7%	0.9%	0.6%	0.4%	3.1%

Part of the list above, set out differently:
Each structure is followed by: TbPYK inhibitor	Sm TGR inh	HCV inh	LmPK inh	Pf growth 96h	Pf growth 48h
> Cc1cc(C)c(Cn2c3ccccc3c3cnn(CC(=O)NCCN4CCOCC4)c(=O)c32)c(C)c1
 : 0.2%	-6.2%	?	2.1%	?	?
> O=C(Cc1ccc(Cl)cc1)N1CCOCC1
 : -18.7%	-16.7%	14.2%	5.9%	14.7µM*	0.0%
> Cc1ccc(C)c(NP(=O)(Oc2ccccc2)Oc2ccccc2)c1
 : -6.4%	-8.1%	?	0.2%	?	?
> Cc1cc(C(=O)COC(=O)c2cccn2C)c(C)n1Cc1ccco1
 : -1.8%	?	?	-18.0%	90.3%[activator]	171.6%[activator]
> Cc1cc(/C=C2\C(=O)NC(=O)N(c3ccccc3F)C2=O)c(C)n1-c1cc(C(=O)O)cc(C(=O)O)c1
 : -18.3%	8.91µM*	-1.5%	-5.7%	9.0%	-3.9%
> Cc1csc(NC(=O)C2COc3ccccc3O2)n1 (configuration not stated)
 : -8.4%	-2.3%	-19.2%	-12.7%	·	50.2%[activator]

(further entries)
SMILES	TbPYK inhibitor	Sm TGR inh	HCV inh	LmPK inh	Pf growth 96h	Pf growth 48h
CC(C)C(C)NC(=O)COC(=O)C1CCN(S(=O)(=O)c2ccc3c(c2)OCCO3)CC1 (configuration not stated)	-5.1%	4.4%	24.2%	·	9.1%	0.7%
Cc1nnc(SCC(=O)c2c[nH]c3ccccc23)n1C1CC1	-8.7%	-3.7%	20.1%	·	?	?
CCCN1C(=O)CC(C(=O)OC)=C1C	1.3%	-19.3%	7.2%	-1.9%	·	5.3%
COc1ccc(COc2cc(-c3cccc(OC)c3)nc3ccc(NC(=O)c4ccc(C)cc4)cc23)cc1	-2.8%	-1.9%	?	-2.0%	3.29µM*	?
CC(=O)Oc1ccc(C(=O)NCCc2ccccc2)cc1	-1.8%	0.7%	3.9%	-5.4%	4.6%	363.5%[activator]
Cc1ccc(/C=N/NC(=O)CNC(=O)c2cccs2)o1	-4.3%	2.4%	15.4%	2.7%	23.2%	44.8%[activator]
COc1ccc(N(C)S(=O)(=O)c2cccc(C(=O)NCC(c3cccs3)N(C)C)c2)cc1 (configuration not stated)	1.5%	-3.0%	?	·	?	?
COC(=O)c1ccc(N(CC(=O)NCC2CCCO2)C(=O)CCC(=O)Nc2cc(C)on2)cc1 (configuration not stated)	2.9%	11.4%	8.5%	-5.7%	19.4%	-5.7%
CCCCn1c(=O)[nH]c(=O)c2c1nc(COC(=O)c1c(C)noc1C)n2CCC	-7.7%	16.6%	-21.7%	1.3%	-16.0%	?
CCc1ccc(/C=C/C(=O)c2c(C)cc(C)[nH]c2=O)cc1	-1.4%	?	?	1.2%	-20.4%	9.28µM*
CCOc1cccc(CNCCCSc2ncccn2)c1	1.9%	-5.6%	-2.3%	-7.7%	?	-19.0%
COc1ccc(N2CCN(c3ncnc4scc(-c5ccc(C)cc5)c34)CC2)cc1	1.4%	-0.7%	?	5.7%	?	?
O=C(NC1CC2CCCC(C1)N2C(=O)Nc1ccccc1)C1CC1 (configuration not stated)	0.0%	-6.1%	5.0%	-0.7%	5.3%	5.0%
Cc1cc(NC(=O)c2cc3cccc([N+](=O)[O-])c3[nH]2)ccc1F	-0.2%	-5.0%	11.2µM*	-0.1%	?	?
CC(C)CNC(=O)COC(=O)C1c2ccccc2Oc2ccccc21	-1.0%	-8.4%	-1.5%	-1.3%	0.0%	23.8%
Cc1ccccc1N1C(=O)c2cccc3c(N(C)CCO)ccc(c23)C1=O	6.4%	-28.5%[11.4 µM]	-18.0%	8.7%	?	·
Cc1cccc(C)c1OCCNC(=O)OCc1ccccc1	-4.4%	·	4.5%	2.9%	?	8.7%
Cc1ccc2nc3c(cc2c1)c(NC(=O)C1CCCO1)nn3CC(C)C (configuration not stated)	-0.6%	2.5%	-14.4%	0.3%	·	?
CCc1ccccc1Nc1nc(N)nc(COC(=O)C2CCN(C(=O)c3ccc(F)cc3)CC2)n1	-4.8%	-3.8%	6.5%	·	?	11.7µM*
CC(C)NC(=O)C1CCCN(S(=O)(=O)c2ccc(-n3cnnn3)cc2)C1 (configuration not stated)	-4.5%	6.9%	23.8%	-4.4%	25.5%	·
Nc1ccccc1SC(C[N+](=O)[O-])c1ccccc1 (configuration not stated)	12.6µM*	17.8µM*	1.7%	14.0%	180.9%[activator]	4.15µM*
Cc1c(CC(=O)NCCCC(=O)O)c(=O)oc2cc3occ(-c4ccccc4)c3cc12	-17.9%	8.0%	16.4%	9.4%	15.9%	16.2%
CC(NC(=O)c1cc2ccccc2o1)c1cccs1 (configuration not stated)	-9.2%	-4.8%	-13.0%	-0.8%	8.28µM*	·
O=C(COC(=O)c1ccc(Cl)s1)c1cc2ccccc2o1	-6.3%	-20.1%	-15.3%	4.6%	·	-2.5%
COc1ccc(NC(=O)c2cc(-c3cc(C)c(C)cc3O)n[nH]2)c(OC)c1	0.0%	1.8%	-6.9%	6.4%	?	1.4%[0.00184 µM]
COC(=O)[C@@]12CCCCN1[C@H](c1ccc(-c3ccc(F)cc3)c(OC)c1)[C@@H]1C(=O)N(C)C(=O)[C@@H]12	-7.1%	-26.8%	?	·	11.7µM*	13.1µM*
O=c1[nH]nc(SCc2ccccc2)c(=O)[nH]1	-1.9%	-0.9%	24.1%	-3.3%	71.3%[activator]	-0.2%
O=C1CC(c2cccc(Br)c2)C2=C(CCCC2=O)N1 (configuration not stated)	5.3%	14.3%	-10.6%	2.1%	83.8%[activator]	5.3%
O=C(CNC(=O)c1ccccc1)NCC1COc2ccccc2O1 (configuration not stated)	-9.7%	-18.5%	6.5%	-1.7%	-28.5%	·
CC(=O)c1c(C)[nH]c(C(=O)CN2C(=O)NC(C)(c3ccc4c(c3)OCCO4)C2=O)c1C (configuration not stated)	4.3%	0.0%	1.3%	·	-2.3%	3.1%

Looked up by structure from the list above, five records:
SMILES	TbPYK inhibitor	Sm TGR inh	HCV inh	LmPK inh	Pf growth 96h	Pf growth 48h
O=C(O)CC(SCC(=O)Nc1ccc(Br)cc1)C(=O)O (configuration not stated)	0.5%	2.2%	7.8%	-3.6%	9.8%	4.0%
O=C(CNC(=O)c1ccccc1)NCC1COc2ccccc2O1 (configuration not stated)	-9.7%	-18.5%	6.5%	-1.7%	-28.5%	·
COc1ccc(C/C(O)=C(\C#N)c2nc3ccccc3s2)cc1	-3.8%	-6.7%	0.9%	0.6%	0.4%	3.1%
O=C1c2ccccc2C(=O)N1n1cccc1	-9.0%	2.6%	16.0%	-2.0%	11.6%	8.5%
CC(NC(=O)c1cc2ccccc2o1)c1cccs1 (configuration not stated)	-9.2%	-4.8%	-13.0%	-0.8%	8.28µM*	·

From PubChem
